Screening results (PubChem)
LYP phosphatase: inhibitors of LYP phosphatase, biochemical, fluorescence intensity, uHTS (AID 1779); one-dose inhibition, % at 11.5 µM; IC50 in µM for titrated hits; Tyrosine-protein phosphatase non-receptor type 22 (Homo sapiens); 290,000 compounds, 0.054% hits; recombinant LYP phosphatase, fluorescence intensity; higher % means a stronger effect;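 further: plate controls were vehicle with enzyme for no effect and no enzyme for full effect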
M17LAP inhibition: P. falciparum M17LAP inhibitors, primary screen, biochemical, fluorogenic H-Leu-NHMec substrate, 1536-well (AID 1619); recombinant M17LAP, H-Leu-NHMec fluorogenic kinetic assay; higher % means a stronger effect; inhibition, % at 30 µM, or IC50 in µM where a hit was titrated; 220,000 compounds, 0.38% hits; Leucine aminopeptidase (Plasmodium falciparum (isolate 3D7));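 active means compound inhibiting the enzyme by more than half at any dose during confirmatory dose-response retesting; inconclusive means strong single-dose inhibitors picked by rank but not retested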;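 further: plate controls were full reaction with DMSO carrier for no effect and no enzyme background for full effect; strong numbers were not always called active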
M1AAP inhibition: P. falciparum M1AAP inhibitors, biochemical, fluorogenic H-Leu-NHMec substrate, 1536-well (AID 1445); Aminopeptidase N (Plasmodium falciparum (isolate 3D7)); recombinant M1AAP, H-Leu-NHMec fluorogenic kinetic assay; higher % means a stronger effect; 220,000 compounds, 0.42% hits; one-dose inhibition, % at 30 µM; IC50 in µM for titrated hits;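 active means primary inhibition above the hit cutoff, then over 50% inhibition at one or more dose response concentrations, cut at about 23% in these data, passing the limit was not always enough; inconclusive means conflicting primary data, or primary hits not chosen for dose response; inactive means low primary inhibition, or under 50% at every dose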;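 further: plate controls were DMSO full reaction for no effect and no enzyme background for full effect; strong numbers were not always called active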
HEK293 NOD2/NF-kB: NOD2 signaling inhibitors, cell-based, luminescence, uHTS, HEK293 (AID 1566) | HEK293 NOD2/NF-kB luciferase reporter, luminescence; higher % means a stronger effect | inhibition, % at 4 µM; hits with a dose series show EC50 in µM | 290,000 compounds, 0.63% hits; further: many of its hits are not listed in these tables
SIAH1 antagonists: Siah-1 peptide-binding antagonists, primary screen, biochemical, fluorescence polarization, rhodamine-plectin, uHTS (AID 1817). Siah-1 / rhodamine-plectin peptide fluorescence polarization; higher % means a stronger effect. one-dose displacement, % at 20 µM; IC50 in µM for titrated hits. 290,000 compounds, 0.02% hits. E3 ubiquitin-protein ligase SIAH1 (Homo sapiens);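 active means displacement of at least 50% at 20 µM, with a fluorescence ratio check between 0.3 and a set limit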;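 further: plate controls were Siah plus tracer with DMSO for no effect and tracer alone without Siah for full effect; strong numbers were not always called active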
XIAP antagonists: XIAP antagonists, biochemical, IAP family, fluorescence polarization (AID 1018). E3 ubiquitin-protein ligase XIAP (Homo sapiens). XIAP BIR domain, fluorescence polarization peptide displacement; higher % means a stronger effect. displacement, % at 20 µM, or IC50 in µM where a hit was titrated. 200,000 compounds, 0.007% hits; in the data active means displacement above about 50%; further: a part of the inactive calls stands beside numbers as strong as those of hits
Lipid droplet: inhibitors of hepatocyte lipid droplet formation, primary screen, imaging, high-throughput imaging, BODIPY stain; inhibition, % at 6.5 µM; 240,000 compounds, 0.4% hits; AID 1656, 2009; AML12 mouse hepatocytes, oleate lipid droplets;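 active means lipid droplet intensity inhibited by at least 50%, with more than 500 cells counted; inconclusive means wells with under 300 cells, treated as cytotoxic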
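Assay system: AML12 hepatocytes (mouse) / Also added: 100 µM oleic acid challenge / Times: overnight treatment with compound plus oleate / Detection: high-content imaging of BODIPY-stained droplets and DAPI nuclei / Evaluation: % inhibition of lipid droplet signal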
CSM14.1 death rescue: rescue of cells from ER stress-induced death, primary screen, 384-well, CSM14.1, thapsigargin, ATP luminescence (AID 1222) | 190,000 tested, under 10 active | cellular ATP content (survival), % at 20 µM, or EC50 in µM where a hit was titrated | CSM14.1 thapsigargin-induced death rescue, ATP luminescence; higher % means a stronger effect;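 active means EC50 below 50 µM in the dose-response confirmation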;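 further: death triggered by thapsigargin at about 15 µM added after 2 h compound pretreatment; cell ATP read after overnight thapsigargin exposure of roughly 18 to 22 hours; normalized against plate controls of thapsigargin alone and 5% DMSO vehicle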
AID2073: inhibitors of Mint1-CaV2.2 protein interaction, biochemical, HTRF (AID 2073); 290,000 compounds, 0.19% hits; Voltage-dependent N-type calcium channel subunit alpha-1B (Homo sapiens); HTRF protein-protein interaction, Mint1-CaV2.2; higher % means a stronger effect; inhibition, % at 20 µM; hits with a dose series show IC50 in µM; in the data active means inhibition mostly above about 51%, no sharp cut-off; inconclusive means no clear call, values can overlap the other calls; inactive means mostly below about 53%; further: some results filed as inactive read as strong as hits
Lipid droplet cells 6.5 µM: also measured in Lipid droplet; calls as there; cell count; measured here: cell count, cytotoxicity flag;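 cells counted across two imaged fields per well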
Starred values were filed as active, the others as inactive; ? = inconclusive; . = not tested or not shown. Unless noted, no stated cut-off is given here; in the data, active means inhibition above about 50%; inactive means the rest.

SMILES | LYP phosphatase | M17LAP inhibition | M1AAP inhibition | HEK293 NOD2/NF-kB | SIAH1 antagonists | XIAP antagonists | Lipid droplet | Lipid droplet cells 6.5 µM | CSM14.1 death rescue | AID2073
O=c1cc(N2CCc3ccccc3C2)[nH]c(=O)n1-c1ccccc1Cl | -2% | 0% | -1% | 7% | 2% | 18% | -12 | 643 | . | 5%
Cc1c(Cl)cccc1NC(=O)CCC(=O)NNC(=O)c1ccccc1 | -8% | -2% | -3% | 10% | 6% | -0.6% | 6 | 658 | -2.1% | 8%
Cc1cc(C(=O)OCC(=O)NC(=O)c2cccn2C)c2ccccc2n1 | -3% | 5% | -2% | 5% | -8% | . | 10 | 705 | . | 9%
COc1cccc(CC(=O)OCC(=O)NC2CCCCCC2)c1 | -11% | . | . | 9% | 5% | . | -1 | 774 | . | 16%
O=C(CSc1ncccn1)NNC(=O)c1ccccc1 | -8% | . | . | 0% | -2% | . | -6 | 701 | . | -5%
C1=CCN(Cc2ccccc2)C1 | -12% | . | . | 5% | -1% | . | 6 | 810 | . | -8%
CN(C)S(=O)(=O)c1ccc(N2CCCC2)c(C(=O)Nc2ccc(N3CCOCC3)cc2)c1 | -8% | 3% | 11% | 16% | -2% | -5.8% | 15 | 714 | -0.6% | -3%
COCC(=O)NC1CC2CCC(C1)N2C(=S)Nc1ccccc1C(=O)OC (stereo unspecified) | -2% | -4% | 1% | -15% | -4% | -6.5% | 4 | 739 | 1.3% | 4%
COc1ccccc1NC(=O)CN1CCC(c2nc3ccc(C)cc3[nH]2)CC1 | -4% | 8% | -5% | -10% | -3% | -1.7% | -9 | 617 | 0.1% | -4%
COc1ccc(-c2csc3nc(C)n(-n4cccc4)c(=O)c23)cc1 | -16% | . | . | 4% | -1% | -8.5% | . | . | -1.6% | 6%
O=C1c2oc3ccc(F)cc3c(=O)c2C(c2ccncc2)N1CCN1CCOCC1 (stereo unspecified) | 1% | . | . | 3% | 0% | -2.5% | 10 | 689 | -1.0% | -3%
COc1ccc(N(C(=O)CNC(=O)c2ccco2)C(C(=O)NC2CCCCC2)c2ccco2)cc1 (stereo unspecified) | -13% | 6% | 0% | 6% | 1% | -1.4% | . | . | 2.6% | 4%
CCn1cc[n+](C)c1P(c1ccccc1)c1ccccc1 | -11% | -1% | 8% | 8% | 8% | -5.8% | -98 | 573 | 1.7% | 0%
N#Cc1cc(C(=O)c2cc(F)ccc2O)cn(-c2nccs2)c1=O | 0% | 22% | 40% | 8% | 19% | -2.2% | 9 | 486 | -3.1% | 47%
COc1ccc(S(=O)(=O)N2CCOCC2)cc1NC(=O)CO/N=C/c1ccccc1OC(F)F | 1% | 10% | 8% | 13% | -4% | -11% | -2 | 646 | -2.4% | 8%
O=C(O)c1cc(-c2ccccc2)n(-c2ccccc2C(=O)O)n1 | 0% | 15% | -5% | 7% | 0% | -6.5% | . | . | -2.4% | -8%
CCN(Cc1cc2ccccc2[nH]c1=O)S(=O)(=O)c1ccccc1 | 0% | 11% | 3% | 1% | -2% | 0.6% | 2 | 746 | -2.6% | 4%
CC(=O)c1cc2c(cc1NC(=O)c1ccccc1C)OCO2 | -6% | 0% | 0% | 9% | 4% | -1.6% | 10 | 691 | 0.6% | 11%
COC(=O)COc1ccc2c(c1C)O/C(=C\c1ccco1)C2=O | -7% | . | . | 15% | -6% | . | . | . | . | 4%
CCN(CC)C(=O)C(C)N(C#N)c1nc(Cl)nc(N(C)C)n1 (stereo unspecified) | -8% | 15% | 7% | 2% | 0% | -2.5% | -1 | 647 | 1.0% | -6%
CCOC(=O)N1CCN(C(=O)c2csc3c2CCCCC3)CC1 | -1% | -2% | -3% | 3% | -1% | -4.0% | -9 | 643 | . | -6%
O=C(C1CCCN(S(=O)(=O)c2ccccc2)C1)N1CCCCCC1 (stereo unspecified) | -5% | 10% | 12% | 14% | -4% | -18% | -11 | 732 | -2.0% | 9%
COc1ccc(CC(=O)Nc2nc(-c3cccc([N+](=O)[O-])c3)cs2)cc1 | -5% | -1% | 0% | -9% | 2% | -4.0% | 13 | 695 | 3.6% | 2%
COc1cc(C(=O)Nc2ccc(NC(=O)C3CCCCC3)nc2)cc(OC)c1OC | -11% | . | . | 12% | 10% | . | -18 | 743 | . | -7%
O=C(COC(=O)c1ccc(Br)o1)NC1CCCCC1 | -2% | 0% | 8% | 16% | 6% | -5.2% | 0 | 654 | -0.4% | 4%
O=C(Nc1cccc2c1C(=O)NC2=O)c1ccccc1[N+](=O)[O-] | -4% | -5% | 1% | 0% | -3% | . | -2 | 712 | . | 2%
Cc1c([N+](=O)[O-])c([N+](=O)[O-])nn1CC(=O)NCc1cccnc1 | -2% | -9% | 1% | 14% | 4% | -3.6% | -14 | 683 | 0.6% | -10%
CCCCN=C1C([N+](=O)[O-])=CC=C2C1=NC1(CCCCC1)N2O | -4% | -11% | 2% | 2% | -5% | -5.6% | 1 | 628 | -8.5% | 2%
CCOc1ccccc1CN1C(=O)c2ccccc2C1C(=O)NCC1CCCO1 (stereo unspecified) | -1% | -11% | -3% | -5% | 2% | -2.7% | -2 | 644 | -2.5% | 9%
CCn1ncc([N+](=O)[O-])c1C(=O)NC1CCCCC1 | -3% | . | . | 6% | 2% | -5.0% | 0 | 737 | -1.0% | 14%
Cc1nc2ccccc2nc1N/N=C/c1ccc(O)cc1 | 2% | 2% | 7% | 5% | -4% | . | -14 | 733 | . | -11%
CCN1CCN(S(=O)(=O)c2ccc3c(c2)OCCO3)CC1 | -7% | -6% | 7% | 10% | 1% | -5.8% | -1 | 757 | -1.0% | ?
Cc1cccc(CSC2=CS(=O)(=O)c3ccccc3N2)c1 | 2% | -4% | 12% | 21% | -1% | -5.1% | . | . | 3.8% | 15%
Cc1nn(-c2ccccc2)c(=S)n1-c1ccccc1 | -7% | 1% | 4% | 9% | 2% | 0.2% | 6 | 760 | -1.1% | -7%
COc1ccccc1OCC(=O)Nc1ccc(S(=O)(=O)N(C)c2ccccc2)cc1 | -8% | . | . | -7% | -7% | . | 16 | 887 | . | 6%
CC1(C)NC(=O)N(CCCCOc2ccc(Cl)cc2C=O)C1=O | 5% | -5% | 13% | -3% | 5% | -14% | 3 | 680 | -2.8% | 16%
Cc1ccc(CNC(=O)CSc2nc(N3CCCCC3)nc(N3CCCCC3)n2)cc1 | 3% | -2% | -1% | 10% | -2% | -4.3% | -7 | 649 | -1.3% | -2%
COc1ccc(C(C)=O)cc1COC(=O)Cc1cc(OC)c(OC)c(OC)c1 | -3% | . | . | 4% | 0% | . | 15 | 835 | . | 10%
CCN(C(=O)c1c(C)cc(=O)oc1C)c1ccc2c(c1)OCO2 | -1% | 1% | 2% | 6% | 1% | -5.5% | . | . | -0.2% | 6%
Cc1cc(N2CCOCC2)ccc1/C=C\[N+](=O)[O-] | -2% | 18% | 3% | -20% | 10% | -6.5% | 0 | 679 | -0.5% | 26%
C=CCn1c(N)c(C(=O)Nc2ccc(C)cc2)sc1=S | -1% | -4% | 1% | -34% | -2% | -2.4% | 9 | 740 | 0.1% | -4%
COc1ccccc1/C=C/C=c1\sc2nc(=O)c(Cc3ccccc3)nn2c1=O | 9% | 28% | 22% | 4% | 22% | . | 5 | 629 | . | 37%
COc1ccc(CC(=O)Nc2ccc3c(c2)CCC3)cc1S(=O)(=O)N1CCOCC1 | -7% | 8% | -2% | 0% | 7% | 3.9% | . | . | 0.3% | -6%
O=C(NC1CCN(Cc2ccccc2)CC1)C1CCN(S(=O)(=O)c2ccccc2)CC1 | -8% | . | . | 18% | 4% | . | -5 | 788 | . | 11%
O=C(COc1ccc2c3c(c(=O)oc2c1)CCC3)Nc1ccc(CN2CCOCC2)cc1 | -6% | . | . | 22% | 5% | . | 10 | 716 | . | 12%
CCOC(=O)c1oc2c(C)c(O)ccc2c(=O)c1-c1nncn1-c1ccccc1 | -1% | 17% | 10% | -19% | 2% | -9.2% | . | . | -1.8% | 13%
Cc1ccc2c(c1)N(CC(=O)NC1CCCC1)C(=O)C(C)O2 (stereo unspecified) | -7% | . | . | 13% | -4% | . | -5 | 831 | . | 3%
CCn1c(SC(C)C)nnc1-c1cc(-c2ccccc2)sc1N | -3% | 6% | 3% | 14% | 13% | -1.9% | -14 | 690 | 0.6% | 5%
O=C(Nc1ccc(F)cc1)c1cccc2c1C(=O)N(Cc1ccccn1)C2 | -3% | 3% | 5% | -7% | 2% | -2.0% | 16 | 607 | -1.8% | 0%
CC1(C(=O)Nc2nnc(SCc3ccccc3)s2)Cc2ccccc2C(=O)O1 (stereo unspecified) | 8% | 45% | 6% | 12% | -5% | -11% | -15 | 753 | -2.5% | -9%
O=C(O)c1ccc(NC(=S)N2CCCCC2)cc1 | -5% | -9% | 1% | -8% | -3% | -2.9% | -8 | 691 | -2.2% | 12%
Cc1ccc(C)c(N2CCN(C3CCCC(C)C3)CC2)c1 (stereo unspecified) | -8% | . | . | -28% | -1% | . | -8 | 743 | . | 4%
Cc1c(Cc2ccccc2)c(=O)oc2cc(OCC(N)=O)ccc12 | -16% | -6% | 3% | 23% | -3% | -4.6% | -29 | 617 | 0.5% | 11%
CC(Oc1ccc2oc3ccccc3c2c1)C(=O)NC12CC3CC(CC(C3)C1)C2 (stereo unspecified) | 3% | 13% | 4% | -1% | 0% | -8.4% | -1 | 581 | -0.3% | 2%
Cc1ccc(NC(=O)Cn2nnc(-c3ccc4c(c3)OCO4)n2)cc1F | -11% | . | . | 0% | 12% | . | -3 | 677 | . | 14%
COc1ccc(NS(=O)(=O)c2cn(C)c(=O)n(C)c2=O)cc1 | -8% | 9% | 3% | 23% | 1% | . | 0 | 681 | . | 10%
COc1ccc2oc(-c3ccc(C)c(NC(=O)CSc4ccc(Cl)cc4)c3)nc2c1 | -5% | 12% | 0% | -36% | 0% | -4.8% | . | . | -1.2% | 24%

Only part of the results is shown, so the mix of outcomes need not match the whole.
